# ARNT TACC3 PPI – ARNT/TACC3 interaction disruption. inhibition, % at 9.99 µM. Q9Y6A5. AlphaScreen His-ARNT PAS-B/GST-TACC3 binding, luminescence; TACC3 fragment carries E629A point mutation. hit rate 0.66% among 390,000. AID 623870;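 active = mean inhibition of replicates at least 50% and at least half of replicates each reaching 50%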;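 also: 0% = complete ARNT plus TACC3 wells and 100% = ARNT alone without TACC3; many hits fall short of the cut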
# PglD DTNB – inhibitors of Campylobacter jejuni PglD acetyltransferase; purified PglD enzyme, DTNB colorimetric CoA detection; inhibition, % at 12.5 µM; hit rate 0.098% among 360,000; in the data active = inhibition above about 16%, passing the limit was not always enough; also: strong numbers were not always called active
# esBAF inh – SWI/SNF esBAF complex inhibition. mouse ES cells, Bmi1-luciferase knock-in reporter, 24 h; 100% = twice the neutral-well signal. hit rate 2% among 350,000. reporter increase, % at 12.5 µM. AID 602393; in the data active = activation above about 40%;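 also: 0% = median of the plate's neutral control wells and 100% = double that signal; a rise in the Bmi1 reporter signal indicates esBAF inhibition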
# Casp6 inh – inhibitors of human caspase-6. inhibition, % at 12.5 µM. AID 686996. purified caspase-6, Z-VEID-R110 cleavage fluorescence. hit rate 0.53% among 350,000. P55212;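 active = mean inhibition across replicates at least about 35%, with every replicate also reaching that limit, limit read from the data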;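 also: 0% = median of neutral control wells and 100% = no fluorescence left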
# Target sequence (P55212 24-179 limits assumed): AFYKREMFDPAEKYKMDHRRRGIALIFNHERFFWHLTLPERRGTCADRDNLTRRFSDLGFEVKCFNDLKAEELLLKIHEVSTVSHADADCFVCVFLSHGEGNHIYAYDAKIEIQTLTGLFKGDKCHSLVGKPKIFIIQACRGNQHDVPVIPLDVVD
# Target sequence (P55212 194-293 limits assumed): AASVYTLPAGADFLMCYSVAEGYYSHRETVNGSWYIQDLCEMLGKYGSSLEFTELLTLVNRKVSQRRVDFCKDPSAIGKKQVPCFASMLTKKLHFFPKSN
# E-selectin induc – E-selectin induction on HUVECs. P16581. HUVEC E-selectin immunofluorescence imaging; normalized: neutral wells 0, TNF-alpha wells 100. activation, % at 7.58 µM. hit rate 0.37% among 260,000. AID 686992;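 active = mean E-selectin-positive cell signal at least 10% of the positive control, reached in at least 60% of replicates, without over 20% cell loss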;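 also: in these data hits start at about 27%; measured in HUVEC primary endothelial cells; signal is the percent of cells scored E-selectin positive by PE staining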
#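 Read-out: % PE-positive cells | Test system: HUVEC | Doses: One compound dose added by pin transfer | Buffer or medium: EGM-2 over gelatin coat | Signal: Immunofluorescence imaging | Benchmarks: TNF-alpha, DMSO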
# ERp5 block – inhibitors of human ERp5 | Q15084 | ERp5 insulin aggregation, absorbance 650 nm, 90 min | inhibition, % at 9.99 µM | hit rate 0.05% among 350,000;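 active = mean replicate inhibition above about 25%, with every replicate also reaching it, limit read from the data, passing the limit was not always enough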
# RAD54 inh – inhibitors of human RAD54 branch migration. RAD54 Holliday junction branch migration, FAM/BHQ fluorescence. inhibition, % at 10.4 µM. hit rate 0.14% among 360,000;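 active = mean normalized replicate activity at least 40 and at least half of replicates scoring 40 or more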;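 also: 0% = median of neutral control wells and 100% = median of positive control wells; inhibitors cause a drop in the FAM fluorescence signal; in these data hits start at about 50%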
# RAD52 anneal inh – RAD52 (human) annealing inhibition. P43351. recombinant RAD52 DNA annealing, FRET fluorescence. inhibition, % at 18.7 µM. hit rate 0.46% among 360,000;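 active = every replicate showing at least 50% inhibition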
# Target sequence (P43351 whole entry, looked up): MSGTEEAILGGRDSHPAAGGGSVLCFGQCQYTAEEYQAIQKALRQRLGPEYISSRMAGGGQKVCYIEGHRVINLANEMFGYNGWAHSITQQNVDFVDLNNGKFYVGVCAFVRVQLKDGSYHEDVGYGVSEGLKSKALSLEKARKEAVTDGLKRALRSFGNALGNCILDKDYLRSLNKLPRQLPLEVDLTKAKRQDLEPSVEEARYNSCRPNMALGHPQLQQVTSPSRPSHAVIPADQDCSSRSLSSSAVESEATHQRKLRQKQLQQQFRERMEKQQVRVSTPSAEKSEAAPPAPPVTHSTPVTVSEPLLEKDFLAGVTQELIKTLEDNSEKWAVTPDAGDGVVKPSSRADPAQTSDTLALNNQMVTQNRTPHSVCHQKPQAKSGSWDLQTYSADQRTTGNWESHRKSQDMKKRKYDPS
# * = called active by the depositor; nt = no result given.
SMILES,ARNT TACC3 PPI,PglD DTNB,esBAF inh,Casp6 inh,E-selectin induc,ERp5 block,RAD54 inh,RAD52 anneal inh
COc1ccc(Nc2nc(N)nc(CN3CCOCC3)n2)cc1,40*,-5,2,nt,nt,nt,4,nt
COc1cc(NC(=O)c2cc3ccccc3cc2OC)ccc1NC(=O)c1cccs1,-6,0,3,2,0.3,5,1,-23
O=Cc1cc(OCc2ccccc2)ccc1[B-](F)(F)F,4,1,-9,15,-0.1,-2,0,-3
CC12CCCCC1=CC(=O)CC2 (stereo not given),-2,-2,2,-3,nt,4,6,-10
CC(C)NC(=O)Nc1cccc2c1O[C@@H](CN(C)Cc1ccc(C(=O)O)cc1)[C@H](C)CN([C@H](C)CO)C2=O,5,1,3,5,-3.0,-4,-1,-5
Cc1cc(=O)c(C(=O)O)c(C)n1-c1ccccc1,27,-6,-8,-1,0.0,1,0,-3
CNc1ncnc2c1ncn2[C@H]1CN(Cc2ccncc2)C[C@@H](CO)O1,nt,5,-9,2,0.0,2,15,-11
C=CC[C@]1(C(=O)N(C)C)COC(c2ccc(OCCCO)cc2)=N1,-10,1,nt,0,nt,1,1,-2
COc1ccccc1C1=NOC(CN2C(=O)c3ccccc3S2(=O)=O)C1 (stereo not given),-4,nt,nt,-1,0.2,1,nt,-8
c1ccc2c(C3=NNC(=NC4CC4)SC3)c[nH]c2c1,1,14,nt,nt,0.3,nt,1,nt
CS(=O)(=O)n1nc(-c2cccnc2)nc1NCc1ccccc1,7,nt,nt,-2,0.8,-6,nt,-7
Cc1noc(C)c1NC(=O)Nc1cccc2c1O[C@@H](CN(C)S(C)(=O)=O)[C@H](C)CN([C@H](C)CO)C2=O,-3,-2,0,-1,8.4,1,-1,-8

# Quoted at random: 5 entries already listed.
SMILES,ARNT TACC3 PPI,PglD DTNB,esBAF inh,Casp6 inh,E-selectin induc,ERp5 block,RAD54 inh,RAD52 anneal inh
CC(C)NC(=O)Nc1cccc2c1O[C@@H](CN(C)Cc1ccc(C(=O)O)cc1)[C@H](C)CN([C@H](C)CO)C2=O,5,1,3,5,-3.0,-4,-1,-5
C=CC[C@]1(C(=O)N(C)C)COC(c2ccc(OCCCO)cc2)=N1,-10,1,nt,0,nt,1,1,-2
COc1ccc(Nc2nc(N)nc(CN3CCOCC3)n2)cc1,40*,-5,2,nt,nt,nt,4,nt
Cc1cc(=O)c(C(=O)O)c(C)n1-c1ccccc1,27,-6,-8,-1,0.0,1,0,-3
Cc1noc(C)c1NC(=O)Nc1cccc2c1O[C@@H](CN(C)S(C)(=O)=O)[C@H](C)CN([C@H](C)CO)C2=O,-3,-2,0,-1,8.4,1,-1,-8

# (continued)
SMILES,ARNT TACC3 PPI,PglD DTNB,esBAF inh,Casp6 inh,E-selectin induc,ERp5 block,RAD54 inh,RAD52 anneal inh
COCc1cn(CC[C@@H]2CC[C@H](NC(=O)CCN3CCCCC3)[C@@H](CO)O2)nn1,-39,3,-2,0,0.0,-8,-25,10
O=C(NC1CCCCC1)C(c1ccc(O)c(O)c1)N(C(=O)Cn1nnc2ccccc21)c1cccc(O)c1 (stereo not given),-3,nt,nt,3,nt,1,nt,-13
COC(=O)c1c(C)[nH]c(C(=O)C(C)OC(=O)C2=NNC(=O)CC2)c1C (stereo not given),-1,nt,nt,-3,1.9,1,nt,-15
CCCCc1c(-c2ccccc2OC)ncn1CCc1ccc(OC)cc1,nt,nt,nt,5,-0.1,-4,nt,6
COc1ccc(NC(=O)CN2C(=O)NC(C)(C3CC3)C2=O)cc1S(=O)(=O)N1CCCCC1 (stereo not given),nt,-2,-1,1,nt,4,7,-6
Cc1ccc(OCCN2CCN(C(=O)CCC(=O)Nc3nnc(C(C)C)s3)CC2)cc1,-26,3,8,nt,nt,nt,4,nt
C=CCS/C(N)=N\N=C\c1cc(Br)cc([N+](=O)[O-])c1O,1,-7,-4,-4,1.4,-1,-2,-12
CCN1CCN(c2ccc(S(=O)(=O)N3CCOCC3)cc2NC(=O)c2ccc(C)cc2C)CC1,-8,4,0,-169,-0.7,0,10,-3
COc1ccc(CC(=O)c2ccc(O)cc2O)cc1,nt,3,31,1,nt,3,-5,-3
COC(=O)c1ccccc1N=NNc1ccc([N+](=O)[O-])cc1,nt,-2,nt,nt,-0.5,4,-9,-12
COc1ccccc1N1CCN(C(=O)c2ccc3nc[nH]c3c2)CC1,-1,-8,nt,1,-1.4,1,-1,-18
COc1cccc(CNC(=O)C[C@@H]2C=C[C@H](NC(=O)C3CCC3)[C@H](CO)O2)c1,0,7,6,2,1.9,7,1,-15
CCOc1ccc(N(CC(=O)N/N=C/c2cc(Br)c(C)o2)S(C)(=O)=O)cc1,-4,nt,-1,4,nt,-1,nt,-12
O=S(=O)(Nc1ccc(Br)cc1)c1cccc2cccnc12,nt,nt,nt,6,1.6,2,nt,-10
CC(C)CCN1C(Nc2ccccc2)=NC[C@@H]1CC(C)C,-3,-1,-10,1,0.1,-6,-1,-15
CCN1C(=O)CSc2ccc(C(=O)NCc3ccco3)cc21,-19,3,-4,3,nt,2,-2,-18
[O-]/C(=C(\C(=S)NCCN1CCOCC1)[n+]1ccccc1)c1ccc(Cl)s1,-3,1,-1,-6,nt,-5,8,-19
CN1CCN(c2ccc(S(=O)(=O)N3CCCCC3)cc2NC(=O)COc2ccc(F)cc2)CC1,0,-2,-3,-3,nt,1,10,-24
OC1c2c(F)cccc2N=C2CCCCCN21 (stereo not given),nt,11,3,0,-0.2,-5,-3,-14
CN(CC(=O)Nc1cccc(F)c1)C(=O)COc1ccc2c(c1)CCC2,-2,-1,2,0,-0.6,-4,-2,-17
COc1ccc(C2/C=C\CN(S(=O)(=O)/C=C/c3ccccc3)CC(=O)N2Cc2ccc(F)cc2)cc1 (stereo not given),1,1,-6,-2,-0.1,-2,-5,-6
Cc1nn(Cc2ccccc2)c(C)c1CCC(=O)O,-2,7,9,nt,nt,nt,-10,nt
COc1ccc(-n2c(=S)[nH]c3cc(C(=O)N4CCN(c5ccccc5)CC4)ccc3c2=O)cc1,-5,-6,-7,-2,0.0,-1,-11,-6
O=C(Nc1ccc(Cl)cc1)c1nc[nH]c1C(=O)NCCCCNC(=O)c1[nH]cnc1C(=O)Nc1ccc(Cl)cc1,-5,-2,0,-1,0.2,-7,1,-13
Cc1c(C(=O)Nc2nc3ccccc3[nH]2)oc2ccc(Br)cc12,-5,-5,nt,-1,-0.2,1,-5,-6
COc1cc2sc3ccc(C#Cc4ccc(N)cc4)cc3c(=O)c2cc1OC,-3,6,1,nt,1.4,nt,4,nt
CCOc1ccc(CCNC(=O)COC(=O)c2cc(OC)cc(OC)c2)cc1OCC,0,1,-7,-3,0.0,-1,-3,-8
COc1ccc(N(C)S(=O)(=O)c2cccc(C(=O)NCC3CCCO3)c2)cc1 (stereo not given),-5,-3,1,nt,nt,nt,1,nt
Cc1noc(C)c1NC(=O)N(C)C[C@@H]1Oc2ccc(NS(=O)(=O)c3ccc(Cl)cc3)cc2C(=O)N([C@@H](C)CO)C[C@@H]1C,5,0,3,-2,-0.2,2,-12,-9
CCCCNC(=O)C1CC(=O)N(CCC(C)C)C1 (stereo not given),-2,-5,0,nt,nt,nt,-4,nt
N#C/C(=C\c1cccc(Oc2ccc(C(F)(F)F)cc2[N+](=O)[O-])c1)c1nc2ccccc2[nH]1,-3,-9,2,nt,nt,nt,4,nt
COc1ccc(C)cc1NC(=O)NC(C)c1ccncc1 (stereo not given),nt,nt,nt,0,0.0,0,nt,0
CCC(=O)N1CC2(C1)[C@H](c1ccccc1)[C@@H](CO)N2CC1CCCC1,nt,nt,nt,2,-0.1,5,nt,1
Cn1c(C(=O)N2CCN(C(=O)c3ccco3)CC2)cc2c(=O)n3ccccc3nc21,31,-3,-1,nt,nt,nt,-1,nt
CCOC(=O)c1sc(NS(=O)(=O)c2ccccc2)nc1C,-1,0,-3,1,nt,2,-6,-5
CCCC(=O)N(c1ccc(OC)cc1)C1C=CS(=O)(=O)C1 (stereo not given),-3,7,2,nt,nt,nt,-1,nt

# Grouped by structure, the entries above containing a furan ring, fused or not.
SMILES,ARNT TACC3 PPI,PglD DTNB,esBAF inh,Casp6 inh,E-selectin induc,ERp5 block,RAD54 inh,RAD52 anneal inh
CCOc1ccc(N(CC(=O)N/N=C/c2cc(Br)c(C)o2)S(C)(=O)=O)cc1,-4,nt,-1,4,nt,-1,nt,-12
CCN1C(=O)CSc2ccc(C(=O)NCc3ccco3)cc21,-19,3,-4,3,nt,2,-2,-18
Cc1c(C(=O)Nc2nc3ccccc3[nH]2)oc2ccc(Br)cc12,-5,-5,nt,-1,-0.2,1,-5,-6
Cn1c(C(=O)N2CCN(C(=O)c3ccco3)CC2)cc2c(=O)n3ccccc3nc21,31,-3,-1,nt,nt,nt,-1,nt

# 2 of these compounds in another layout.
# Second line of a record: ARNT TACC3 PPI, PglD DTNB, esBAF inh, Casp6 inh, E-selectin induc, ERp5 block, RAD54 inh, RAD52 anneal inh
- CC12CCCCC1=CC(=O)CC2 (stereo not given)
    -2, -2, 2, -3, nt, 4, 6, -10
- Cc1noc(C)c1NC(=O)N(C)C[C@@H]1Oc2ccc(NS(=O)(=O)c3ccc(Cl)cc3)cc2C(=O)N([C@@H](C)CO)C[C@@H]1C
    5, 0, 3, -2, -0.2, 2, -12, -9

# The listing continues:
SMILES,ARNT TACC3 PPI,PglD DTNB,esBAF inh,Casp6 inh,E-selectin induc,ERp5 block,RAD54 inh,RAD52 anneal inh
COc1ccc2oc(C(=O)OCC(=O)N3CCN(S(=O)(=O)c4ccc(C)cc4)CC3)c(C)c2c1,-1,5,-6,6,0.1,6,-1,-20
Cc1ccc(C)c(NCC(O)c2ccccc2)c1 (stereo not given),9,-9,-2,-1,4.1,-3,-3,-6
CCNC(=S)Nc1ccc(OC(F)(F)F)cc1,-2,2,9,2,3.0,2,7,-1
O=C(CSC1=NS(=O)(=O)c2cc(Cl)ccc2N1)Nc1ccccc1C(F)(F)F,-9,0,-1,-4,11,-2,2,-4
Nc1ncnc2c1ncn2[C@@H]1O[C@H](CNCc2cccn2-c2nccs2)[C@@H](O)[C@H]1O,0,-5,0,nt,nt,nt,-4,nt
CO[C@H]1CN(C)C(=O)c2ccc(NS(=O)(=O)c3ccccc3)cc2OC[C@@H](C)N(C(=O)NC(C)C)C[C@@H]1C,-11,0,-2,0,2.7,-1,-3,3
CCC(C)[C@H]1CNC(=O)C(=O)N1CC(C)(C)C (stereo not given in full),nt,nt,nt,-1,-0.1,5,nt,-4
CC(C)c1ccc(NC(=O)Nc2nc(C(N)CCc3ccccc3)cs2)cc1 (stereo not given),nt,-2,-85,-3,1.0,-1,2,2
CCN(CC)C(=O)c1cccc(-c2csc(C(O)c3ccc(F)cc3)n2)c1 (stereo not given),nt,-5,4,3,0.0,5,-9,-8
Cc1nc(SCc2ccc(OCCC(C)C)cc2)n[nH]1,1,nt,45*,1,nt,0,nt,-3
Cc1ccc(NC(=O)CNc2ccccc2N2CCCC2=O)cc1S(=O)(=O)N1CCOCC1,-1,1,9,-5,-0.2,-1,-2,-2
COC(=O)C(CCC(C(=O)OC)N1C(=O)c2ccccc2C1=O)N1C(=O)c2ccccc2C1=O (stereo not given),4,nt,nt,-4,-1.2,9,nt,-96

# Assay outcomes as filed in PubChem BioAssay.
